Pol kappa inh = DNA polymerase kappa (human) inhibition | Q9UBT6 | purified Pol kappa, fluorescent DNA synthesis assay, 10 min | Potency, µM (series often up to 107 µM), without a hit: at the top dose activity, negative = inhibition, hits mostly inhibitors | hit rate 0.53% among 400,000; also: potency is read from the fitted curve at half-maximal effect; % is scaled to controls: 0 for no effect and ±100 for the full control effect
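Here, compound and 10 nM enzyme are combined for 15 min at room temperature; adding 50 nM substrate (final) starts DNA synthesis, tracked by fluorescence at 0 and 10 min against buffer-only wells.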
POLI inh = blocks human DNA polymerase iota activity; Q9UNA4; Pol iota fluorescent replication assay, 10 min; Potency, µM (doses to about 115 µM), without a hit: top-dose activity, negative = inhibition, most hits filed as inhibitors; hit rate 1% among 390,000; AID 588590; also: potency is read from the fitted curve at half-maximal effect
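Fluorescent replication assay read twice, at 0 min and 10 min after adding 50 nM (final) substrate. Enzyme (10 nM) and compounds were first incubated 15 min at room temperature; enzyme-free buffer wells were negative controls.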
Apoferritin bind = binds horse apoferritin like a general anesthetic. P02791. AID 485281. apoferritin/1-aminoanthracene competitive binding, fluorescence. Potency, µM (highest dose often 77.5 µM), without a hit: at the highest dose activity change, negative = displacement, actives largely listed as inhibitors. hit rate 0.074% among 350,000; also: potency is read from the fitted curve at half-maximal effect; % is scaled to controls: 0 for no effect and ±100 for the full control effect; nearly all actives have a fitted effect of over 20% in size
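In PBS, apoferritin at 10 uM is loaded with 1-AMA from a 50% saturated solution. After 10 min of compound exposure at ambient temperature, reduced 535 nm fluorescence indicates probe displacement.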
TRHR agonist = activates the human TRH receptor. TRHR cells, calcium flux fluo-8, FDSS agonist mode. hit rate 0.18% among 360,000. P34981. activation, % at 2 µM. AID 493084; in the data active = activation above about 30%; also: 0% is about no effect
Target sequence (P34981 whole entry, looked up): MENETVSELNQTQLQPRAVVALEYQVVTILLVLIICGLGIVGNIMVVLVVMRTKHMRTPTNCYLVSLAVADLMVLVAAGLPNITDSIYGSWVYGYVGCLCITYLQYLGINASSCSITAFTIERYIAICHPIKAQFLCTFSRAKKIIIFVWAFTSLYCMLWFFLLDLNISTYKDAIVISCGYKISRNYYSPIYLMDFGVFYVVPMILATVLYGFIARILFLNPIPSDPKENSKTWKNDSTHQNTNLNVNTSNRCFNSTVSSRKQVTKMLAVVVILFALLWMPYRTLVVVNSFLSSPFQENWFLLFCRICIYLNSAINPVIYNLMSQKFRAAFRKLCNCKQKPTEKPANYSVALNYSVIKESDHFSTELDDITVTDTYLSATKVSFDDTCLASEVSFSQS
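TRHR-expressing cells, plated overnight in medium with 10% serum, were loaded with fluo-8 calcium dye at room temperature. After a 10 s baseline, library compound was pin-added and calcium release was recorded kinetically (ex 480/em 530) as agonist response.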
Pol beta inh = inhibitors of human DNA polymerase beta; P06746; Pol beta primer extension/strand displacement, fluorescence kinetic; Potency, µM (series often up to 114 µM), for inactives: at the top dose activity change, negative = inhibition, actives largely listed as inhibitors; hit rate 1.3% among 340,000; AID 485314; also: potency is read from the fitted curve at half-maximal effect; % is scaled to controls: 0 for no effect and ±100 for the full control effect
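Curves were derived by four-parameter Hill fits of normalized qHTS data. The kinetic fluorescent primer-extension read was taken at 0 and 10 min after 50 nM substrate, following a 15 min room-temperature preincubation of 10 nM enzyme with compounds.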
APEX1 inh = blocks human APE1 abasic DNA cleavage | recombinant APE1, TAMRA/BHQ-2 abasic DNA cleavage fluorescence | Potency, µM (titrated, usually from 65.8 µM), inactives show top-dose activity change, negative = inhibition, usual class: inhibitors | hit rate 0.35% among 350,000 | AID 2517;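 also: potency is read from the fitted curve at half-maximal effect; plate controls were vehicle for no effect and reference inhibitor for full effect; nearly all actives have a fitted effect of over 55% in size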
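Readout is kinetic fluorescence (ex 525, em 598 nm) from cleavage of 50 nM TAMRA/BHQ-2 THF abasic duplex by 0.75 nM APE1, compound added 15 min beforehand at RT.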
ERG-DNA inh = ERG Ets/DNA interaction inhibition; fluorescence polarization, His-ERG Ets domain / labelled DNA; Potency, µM (highest dose often 76.9 µM), inactives show at the top dose FP activity, negative = inhibition, usual class: inhibitors; hit rate 0.028% among 370,000; active = well fitted inhibition curve with a large enough effect in the polarisation, with a control signal flat; inconclusive = small, poorly fitted or top-dose-only effect, or effect the other way, or a change in a side signal; inactive = no such curve, though single readings can be large or run the other way; the % refers to the polarisation;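 also: polarization taken with two DNA probes labelled with fluorescein and Texas red; potency is read from the fitted curve at half-maximal effect; % of control where 0% means no effect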
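His-tagged ERG Ets domain (1 uM in the protein solution; 300mM KCl, 50mM Tris-HCl, 1mM EDTA, 1mM DTT, pH 7.5) received compound, then a probe mix of 5 nM fluorescein-DNA and 100nM Texas-615-DNA. Fluorescence polarization was read for both dyes.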
BLM inh = inhibitors of human Bloom syndrome helicase BLM. hit rate 0.2% among 350,000. recombinant BLM DNA unwinding, fluorescence dequenching. AID 2528. Potency, µM (titrated, usually from 56.1 µM), for the others: at the highest dose activity change, negative = inhibition, usual class: inhibitors. P54132;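 also: potency is read from the fitted curve at half-maximal effect; plate controls were vehicle for no effect and no enzyme for full effect; nearly all actives have a fitted effect of over 35% in size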
12-LOX inh = blocks human arachidonate 12S-lipoxygenase; purified 12hLO, xylenol orange hydroperoxide absorbance; Potency, µM (top dose mostly 108 µM), for inactives: at the highest dose activity change, negative = inhibition, most hits filed as inhibitors; P18054; hit rate 1.1% among 580,000; also: potency is read from the fitted curve at half-maximal effect; % is scaled to controls: 0 for no effect and ±100 for the full control effect
Target sequence (P18054 whole entry, looked up): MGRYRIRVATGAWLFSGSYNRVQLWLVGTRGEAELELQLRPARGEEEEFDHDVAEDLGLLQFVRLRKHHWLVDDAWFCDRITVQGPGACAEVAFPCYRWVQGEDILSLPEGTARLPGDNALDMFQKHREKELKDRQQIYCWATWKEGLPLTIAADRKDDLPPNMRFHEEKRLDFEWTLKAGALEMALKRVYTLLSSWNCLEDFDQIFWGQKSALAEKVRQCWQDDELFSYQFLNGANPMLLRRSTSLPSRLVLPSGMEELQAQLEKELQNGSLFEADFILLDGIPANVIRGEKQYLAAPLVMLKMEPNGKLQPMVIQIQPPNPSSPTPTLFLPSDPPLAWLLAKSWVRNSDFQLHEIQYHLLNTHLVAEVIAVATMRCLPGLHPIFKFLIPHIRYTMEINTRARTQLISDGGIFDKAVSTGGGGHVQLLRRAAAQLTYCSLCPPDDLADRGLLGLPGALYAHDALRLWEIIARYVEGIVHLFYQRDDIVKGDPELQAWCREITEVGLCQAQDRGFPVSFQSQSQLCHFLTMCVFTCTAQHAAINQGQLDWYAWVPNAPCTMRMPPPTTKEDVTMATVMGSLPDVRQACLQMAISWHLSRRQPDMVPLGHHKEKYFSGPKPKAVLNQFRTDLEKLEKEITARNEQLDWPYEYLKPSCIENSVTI
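Purified human 12hLO (150 nM final) in 25 mM Hepes, 0.01% Triton X-100, pH 7.0 was preincubated 15 min at room temperature with compound. Then 40 uM arachidonic acid was added, 30 min. Hydroperoxide was read by Fe-XO absorbance ratio 573/405 nm.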
* marks the source's active call; other numbers are inactive results; ? = inconclusive; · = no result given; [ ] = remark or other dose. Unless noted, calls follow the shape of the dose curve; as a rule, active = well fitted curve in the direction sought with a large enough effect; inconclusive = small, poorly fitted or top-dose-only effect, or another doubt; inactive = no such curve, though single readings can be large; an effect the other way counts as inactive or inconclusive. This is a subset. The share of hits here may be higher or lower than overall.

cpd	canonical_smiles	Pol kappa inh	POLI inh	Apoferritin bind	TRHR agonist	Pol beta inh	APEX1 inh	ERG-DNA inh	BLM inh	12-LOX inh
1	CC[C@H](C)[C@H]1CNC(=S)N1CC1CCN(CCCC2CCCC2)CC1	6%	14%	·	·	·	·	8%	·	-1%
2	Cc1cc(C)c(S(=O)(=O)N2CCC(N3CCN(Cc4ccccc4)C(=O)C3=O)CC2)c(C)c1	-13%	28%	-10%	-0.5	1%	·	0%	-6%	-20%
3	COc1ccc(CN(C(=O)CSc2nnc(-c3ccccc3F)o2)c2ccc(F)cc2)cc1	-7%	-2%	49%[activator]	1.8	-1%	-9%	·	-5%	·
4	Cc1csc(SCC(=O)NC(=O)NC2CCCC2)n1	-11%	70%[activator]	-12%	-1.1	6%	8%	-6%	-2%	-10%
5	CC1=C(C(=O)NCCc2ccc(C)cc2)C2(CCC(C)CC2)OC1=O (stereo not drawn)	-7%	22%	7%	0.4	-14%	-2%	6%	2%	48%[activator]
6	CCSc1nc(N)c2c(C)c(C)sc2n1	-13%	29%	4%	-0.3	62%	13%	-3%	2%	0%
7	CCc1nc2ccccc2c(=O)n1/N=C/c1ccc(OC)cc1	-11%	1%[58.9 µM]	·	·	·	·	3%	·	277%[activator]
8	Cc1cc(C[n+]2cc(Br)ccc2N)c2ncccc2c1	3%	17%	-9%	-0.4	46%	21%	-2%	0%	-4%
9	COCCCNC(=O)CCN1C(=O)COc2ccccc21	-4%	?	-6%	0.5	-15%	1%	·	-1%	-17%
10	Cc1c(C(=O)N(C)C)sc2c1c(=O)n(-c1ccccc1C(F)(F)F)c(=O)n2Cc1cccc(F)c1	-9%[60.1 µM]	25%	-17%	0.3	-1%	·	-3%	-3%	-29%
11	CCOCCCNC(=O)c1c[nH]c2ccc(OCC)cc2c1=O	7%	-5%	7%	-0.4	6%	4%	-9%	1%	15%
12	N=c1sccn1CC(=O)NC(=O)NC1CCCC1	-11%	9%	-4%	0.7	44%	19%	4%	4%	-3%
13	Cc1ccc(CNC(=O)c2ccc(OCC3CCCO3)cc2)cc1 (stereo not drawn)	-4%	35%[activator]	-6%	-0.4	-1%	1%	-8%	0%	10%
14	COC(=O)C1CCN(C(=O)c2ccc3nccnc3c2)CC1	0%	14%	-5%	0.2	-21%	22%	11%	0%	-12%
15	CN(C)S(=O)(=O)N(CC(=O)Nc1ccc(F)c(F)c1)c1ccccc1	-20%	-27%[58.9 µM]	-13%	0.2	?	-5%	9%	-19%	-23%
16	CCc1ccc(NC(=O)C2CCN(S(=O)(=O)c3ccc4c(c3)N(C(C)=O)CCO4)CC2)cc1	-3%	22%	-15%	1.0	-17%	48%[activator]	-2%	-7%	·
17	Cc1ccc(S(=O)(=O)N2CCN(c3ccnc4cc(Cl)ccc34)CC2)cc1C	-4%	30%	-18%	0.9	-3%	11%	-9%	-9%	-1%
18	CCCOc1ccc(N2C(=O)CC(N(CCCO)C(=O)CC)C2=O)cc1 (stereo not drawn)	4%	105%[activator]	-3%	0.0	-23%	-2%	-6%	0%	0%
19	COc1cc(/C=C2/SC(=S)N(Cc3ccccc3)C2=O)ccc1OS(C)(=O)=O	-5%	-6%	-5%	0.9	8%	15%	36%[activator]	-10%	-29%
20	Cc1ccc(C2C3=C(Nc4[nH]n(-c5ccccc5)c(=O)c42)c2ccccc2C3=O)cc1 (stereo not drawn)	·	·	-10%	-0.3	-17%	17%	·	?	·
21	CN(C(=O)CSc1nnnn1-c1ccccc1)C1CCS(=O)(=O)C1 (stereo not drawn)	-20%	95%[activator]	-4%	-0.1	2%	-3%	-6%	-1%	-4%
22	Cc1ccc(OC(=S)Nc2ccccc2)c(C)c1	-9%	10%	-13%	0.5	36%	1%	-9%	6%	0%
23	CC(=O)OCc1nc2ccccc2s1	-6%	-1%	-17%	-0.5	24%	1%	0%	1%	-18%
24	CC(NC(=O)COC(=O)c1ccco1)c1ccccc1 (stereo not drawn)	-21%	14%	?	-0.1	32%	0%	-4%	1%	3%
25	O=C(c1ccccc1)c1cccn1CC(=O)N1CCCCCC1	-8%	-5%	-18%	-0.2	-1%	0%	-2%	-3%	0%
26	C=CCn1c(COc2ccc(Cl)cc2)nnc1SCC(=O)N/N=C/c1ccccc1	-11%	?	?	·	19%	1%	-4%	-3%	0%
27	CC(C)C(=O)Nc1ccccc1C(=O)N/N=C/c1ccc([N+](=O)[O-])cc1	-29%	13%	-14%	-0.1	?	-3%	-4%	-5%	0%
28	Cc1cccc(C(=O)Nc2cccc(OC(=O)c3cccc(C)c3)c2)c1	-9%	-1%	?	1.4	-20%	-8%	1%	-9%	0%
29	COC(=O)C1=CNC=C(C(=O)OC)C1c1cccc(OC)c1	-1%	0%	353%[activator]	-0.6	0%	0%	-10%	-1%	29%
30	CCOc1ccc(S(=O)(=O)N2CCc3ccccc3C2)cc1	-9%	-1%	5%	0.3	24%	4%	-1%	-11%	10%
31	Cc1cc(C)n2nc(CNC(=O)c3cccc(N(C)C)c3)nc2n1	-1%	8%	-5%	0.5	-1%	·	0%	1%	-22%
32	CSCCC1NC(=O)N(C(C)C(=O)Nc2cc(Cl)cc(Cl)c2)C1=O (stereo not drawn)	-4%	64%[activator]	-7%	-1.6	0%	2%	23%	-9%	0%
33	COc1ccc(OC)c(NC(=O)CSc2nc(=O)n(CCN3CCOCC3)c3c2CCC3)c1	-6%	24%	·	-0.7	·	1%	0%	·	-19%
34	CCCc1cc(=O)oc2c(C)c(O[C@@H]3O[C@H](CO)[C@@H](O)[C@H](O)[C@H]3O)ccc12	3%	161%[activator]	-6%	-1.4	28%	-6%	1%	0%	7%
35	CCN(CC)S(=O)(=O)c1ccc(C)c(NC(=O)CN(C)C)c1	-6%	10%	-11%	0.6	-5%[57.1 µM]	3%	10%	3%	4%
36	CC(=O)NCc1ccc(-c2csc(NC(=O)CCCc3nc4ccccc4c(=O)[nH]3)n2)cc1	-2%	22%	·	1.5	·	11%	9%	·	-1%
37	O=C(N[C@@H](Cc1ccccc1)C(=O)OCc1ccccc1)c1ccco1	-17%	31%	·	·	·	-5%	6%	·	163%[activator]
38	CCCCOc1ccc(C2CCC(C(C)=O)C(C)C2)cc1 (stereo not drawn)	-2%	5%	-10%	0.9	10%	-4%	-2%	-8%	64%[activator]
39	CCc1cc(-c2oncc2-c2ccc(OC)cc2)c(O)cc1OC	-14%[60.1 µM]	·	-22%	·	·	0%	·	-21%	·
40	CC(C)CCC(CCN1CCCC1)c1ccc2c(c1)OCO2 (stereo not drawn)	0%	0%	-4%	1.8	36%	-14%	-6%	-2%	0%
41	CCOC(=O)c1oc2ccc(S(=O)(=O)Nc3ccc4c(c3)n(C)c(=O)n4C)cc2c1C	-1%[60.1 µM]	27%	-13%	-0.3	9%	0%	·	3%	10%
42	Nc1c(N(C(=O)Nc2ccc(Cl)c(Cl)c2)C2CCCC2)c(=O)[nH]c(=O)n1Cc1ccccc1	-6%	18%	-8%	-0.1	0%	0%	2%	-3%	?
43	COC(=O)C1=C(O)/C(=C\c2cc(C)n(-c3ccccc3F)c2C)N=C1C	-11%	30%[activator]	-14%	-2.1	-10%	-5%	-3%	1%	?
44	COc1ccc(S(N)(=O)=O)cc1C(=O)OCC(=O)Nc1sccc1C#N	-18%	?	·	·	·	-10%	-20%	·	-12%
45	O=C(NCCSc1ccc(Cl)cc1)c1ccc(CN2CCOCC2)cc1	-3%	56%[activator]	-11%	2.0	-1%	1%	1%	-8%	14%
46	Cc1ccc(-n2nc(C)c3c2OC(N)=C(C#N)C3c2ccccc2F)cc1 (stereo not drawn)	-15%	-12%	-23%	-0.2	9%	-1%	5%	2%	496%[activator]
47	O=C(OCCOc1ccc(Cl)cc1)c1cc(S(=O)(=O)N2CCCCC2)ccc1N1CCOCC1	2%	22%	·	·	·	·	-1%	·	0%
48	CCOc1ccc(NC(=O)c2c(NCc3cccnc3)sc3c2CCCC3)cc1	-8%[60.1 µM]	17%	-20%	-0.5	-9%	·	0%	-4%	?
49	COc1ccc(OCCNC(=O)c2cccc(Oc3ccc(C(F)(F)F)cc3[N+](=O)[O-])c2)cc1	-5%	16%	-12%	1.3	-1%	2%	-3%	-4%	-9%
50	COC(=O)CSc1nc2cc(OC)ccc2n1C	-9%	0%	-2%	0.1	19%	2%	4%	2%	-11%
51	COC(=O)c1c(NC(=O)c2ccc([N+](=O)[O-])o2)sc2c1CCN(C(C)C)C2	0%	92%[activator]	-22%	0.2	30%	-22%	10%	-5%	0%
52	CCOC(=O)C1C(=O)OC(C)(C)C1C(CC)C(=O)c1c(C)cc(C)cc1C (stereo not drawn)	-7%	26%	-16%	0.1	-19%	5%	1%	-5%	?
53	COC(=O)C1=C(C)OC(N)=C(C#N)C1c1cc2cc(C)ccc2nc1Cl (stereo not drawn)	-15%	37%[activator]	-6%	0.4	0%	3%	13%[15.4 µM]	0%	-14%
54	COc1cccc(NC(=O)CN2C(=O)c3ccccc3Sc3ncccc32)c1	0%	187%[activator]	-18%	-0.2	4%	·	2%	-6%	-16%
55	O=S(=O)(c1ccc(N=C2NN=C(c3cc(F)ccc3F)CS2)cc1)N1CCOCC1	1%	-1%	-9%	0.7	2%	31%[activator]	-7%	-8%	?
56	O=C(Nc1ccccc1C(F)(F)F)C(O)(c1ccccc1)C1CCCCC1 (stereo not drawn)	7%	4%	·	0.4	·	47%[activator]	-13%	·	6%
